Compound activity (PubChem)
DAGLB inhibitor: blocks human DAGLB lipase activity | AID 504411 | Q8NCG7 | actives 0.059% (n = 340,000) | inhibition, % at 5.17 µM | HEK293T DAGLB membrane lysate, EnzChek fluorogenic substrate; in the data active means inhibition above about 34%;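 further: 0% = enzyme with vehicle and 100% = wells lacking enzyme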
PKA-R2B activ: activates the human PKA-R2B holoenzyme complex; activation, % at 11.4 µM; actives 0.079% (n = 340,000); P22694+P31323; AID 504700; PKA-R2B holoenzyme dissociation, Cy5-IP20 fluorescence polarization; R2B truncated from residue 108, S112A mutant; 0% DMSO only, 100% 113 µM cGMP;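 active means activation above a cutoff set at the mean over all compounds plus 3 SD, cut at about 18% in these data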;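 further: higher means more holoenzyme dissociation and a rise in polarization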
Target sequence (P31323 whole entry, looked up, other chains not shown, the tested form may be a part): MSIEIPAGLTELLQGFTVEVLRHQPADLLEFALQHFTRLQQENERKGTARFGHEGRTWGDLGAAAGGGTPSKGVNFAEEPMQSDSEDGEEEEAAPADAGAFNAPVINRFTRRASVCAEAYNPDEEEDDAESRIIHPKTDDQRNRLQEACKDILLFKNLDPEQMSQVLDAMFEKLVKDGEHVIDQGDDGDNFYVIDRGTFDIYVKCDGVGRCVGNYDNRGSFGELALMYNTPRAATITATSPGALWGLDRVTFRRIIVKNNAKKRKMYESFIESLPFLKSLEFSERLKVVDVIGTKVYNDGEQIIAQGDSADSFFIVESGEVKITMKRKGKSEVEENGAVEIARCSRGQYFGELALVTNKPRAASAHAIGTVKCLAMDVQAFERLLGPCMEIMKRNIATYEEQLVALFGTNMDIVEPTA
SR-BI DiI-HDL act: activators of SR-BI mediated HDL lipid uptake. actives 0.096% (n = 320,000). AID 504775. activation, % at 12.5 µM. CHO ldlA[mSR-BI] cells, DiI-HDL uptake fluorescence, 3 h; 100 = double the neutral-control signal;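 active means mean replicate activation of at least 60% and every replicate at or above 60%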;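 further: 0% = median plate neutral-control signal and 100% = twice that signal; values of inactives mirror those of a sister screen read the other way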
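System: CHO ldlA[mSR-BI] cells / Medium: HEPES-buffered (25 mM, pH 7.4) F12 plus 0.5% BSA / Probe or stimulus: labelled HDL, 10 µg/mL / Doses: single compound concentration, delivered by pin transfer / Schedule: 3 h, 37 °C / Measured by: DiI fluorescence, bottom read / Measure: cell-associated DiI fluorescence as measure of HDL uptake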
LANA DNA inh: inhibitors of KSHV LANA C-terminal domain DNA binding; AID 504423; actives 0.078% (n = 340,000); MBP-C-LANA/FAM-LBS DNA binding, fluorescence polarization; inhibition, % at 9 µM;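 active means highest replicate inhibition at or above 60% at 9 µM, even if other replicates fall short; inactive means all replicates below 60% inhibition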;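 further: 0% = neutral control wells and 100% = 4 µM acridine orange control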
Rtt109 HAT inh: C. albicans Rtt109 histone acetyltransferase inhibition; Q5AAJ8; purified Rtt109/Vps75, ThioGlo CoA-SH fluorescence, 4 h; inhibition, % at 34.9 µM; actives 0.16% (n = 330,000); AID 540336;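 active means inhibition of at least 50% in every replicate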
Keap1-Nrf2 PPI: inhibitors of human Keap1-Nrf2 protein-protein interaction. Q14145. Keap1 Kelch-Nrf2 peptide fluorescence polarization, 1536-well. inhibition, % at 9.4 µM. actives 0.15% (n = 340,000). AID 504523; in the data active means inhibition above about 12%;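 further: human Keap1 Kelch domain with fluorescein labeled Nrf2 9mer peptide probe; 0% = neutral control wells and 100% = peptide positive control; higher means more block of Keap1 binding to Nrf2 peptide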
Target sequence (Q14145 whole entry, looked up, the tested form may be a part): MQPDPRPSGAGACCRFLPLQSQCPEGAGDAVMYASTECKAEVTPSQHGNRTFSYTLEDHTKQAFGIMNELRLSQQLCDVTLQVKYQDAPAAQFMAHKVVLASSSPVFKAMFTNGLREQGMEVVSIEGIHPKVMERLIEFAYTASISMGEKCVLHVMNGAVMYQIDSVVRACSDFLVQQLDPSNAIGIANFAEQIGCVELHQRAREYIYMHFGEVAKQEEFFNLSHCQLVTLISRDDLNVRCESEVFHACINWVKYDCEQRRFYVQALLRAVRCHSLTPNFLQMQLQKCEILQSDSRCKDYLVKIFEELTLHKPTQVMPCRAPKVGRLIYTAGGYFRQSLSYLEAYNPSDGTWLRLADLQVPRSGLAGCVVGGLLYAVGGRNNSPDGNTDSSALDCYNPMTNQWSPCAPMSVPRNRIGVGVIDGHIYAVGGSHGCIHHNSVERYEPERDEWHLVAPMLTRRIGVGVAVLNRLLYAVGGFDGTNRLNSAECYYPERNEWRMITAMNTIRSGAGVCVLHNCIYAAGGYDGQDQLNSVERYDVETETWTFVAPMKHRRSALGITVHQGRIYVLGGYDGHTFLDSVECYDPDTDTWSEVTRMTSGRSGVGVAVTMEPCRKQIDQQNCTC
CAL PDZ FP-1: blocks peptide binding to the human CAL PDZ domain. inhibition, % at 24.9 µM. purified CAL PDZ, TMR-peptide fluorescence polarization, 1 h. actives 0.92% (n = 300,000). AID 602252;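 active means mean inhibition of at least 30% with at least half of replicates also reaching 30%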;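 further: 0% = DMSO neutral control and 100% = excess unlabeled competitor peptide PRC23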
Cardiac RTF inh: cardiac RTF calcium desensitization; IANBD-labeled cardiac RTF, Ca2+ fluorescence; inhibition, % at 7.15 µM; actives 0.12% (n = 340,000);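 active means inhibition above the mean inhibition of all tested compounds plus 3 SD, cut at about 17% in these data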;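 further: assay run at fixed EC70 calcium of 1.6 mM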
RTF Ca sens act: increases calcium sensitivity of human cardiac regulated thin filaments; IANBD-labeled TnC RTF fluorescence at EC20 calcium; 0% EC20 calcium, 100% full calcium; activation, % at 7.2 µM; actives 0.24% (n = 340,000); P19429+P45379;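 active means activation above the mean over all tested compounds plus 3 SD, cut at about 30% in these data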;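 further: rise in fluorescence read as greater calcium sensitivity of cardiac thin filaments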
CAL PDZ FP-2: human CAL PDZ-peptide interaction inhibition; Q9HD26; purified CAL PDZ, TMR-peptide fluorescence polarization, 1 h; inhibition, % at 20 µM; actives 0.02% (n = 330,000); AID 504414;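 active means highest replicate inhibition of at least 40%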;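 further: plate controls were DMSO neutral control wells for no effect and unlabeled competitor peptide control wells for full effect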
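System: purified tagged CAL PDZ domain construct (CerCALP). Schedule: 1 h incubation at room temperature before polarization reading. Medium: 25 mM sodium phosphate pH 7.4, 150 mM NaCl, TCEP, IgG, Thesit. Read-out: percent inhibition from loss of millipolarization. Measured by: FP readout, S and P plane fluorescence. Probe or stimulus: fluorescent TMR peptide probe.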
* marks the source's active call; other numbers are inactive results; / = not tested or not shown.

SMILES	DAGLB inhibitor	PKA-R2B activ	SR-BI DiI-HDL act	LANA DNA inh	Rtt109 HAT inh	Keap1-Nrf2 PPI	CAL PDZ FP-1	Cardiac RTF inh	RTF Ca sens act	CAL PDZ FP-2
CCN1CCN(CCCNC(=O)c2ccc3c(c2)NC(=O)c2ccccc2S3)CC1	1	-10	-1	0.0	2	-3	/	4	-3	-1.1
O=C(C(=O)N1CCN(c2ccccc2F)CC1)c1c[nH]c2ccccc12	-5	6	-11	-0.4	-5	-1	-4	-4	-5	0.6
O=C(NCCCN1CCCC1=O)c1cc(COc2ccc(F)cc2F)on1	0	-1	-1	1.3	3	2	-1	-2	6	-2.2
Cc1cccc(-n2ncc3c(NCc4ccc5c(c4)OCO5)ncnc32)c1	-5	-4	34	-0.4	-10	-3	-2	-7	-5	-2.3
COc1cc(S(=O)(=O)N2CCOCC2)ccc1NC(=O)COC(=O)c1ccc(Cl)nc1	-1	-2	5	1.4	-1	0	4	-7	0	-0.4
O=C(NC1CC2CCCC(C1)N2C(=O)NC1CCCCC1)c1ccc(F)cc1 (centres undefined)	-5	5	23	1.1	18	-4	-7	4	-10	-0.6
CC(NC(=O)CSc1nc2ccccc2n1C)c1ccccc1 (centres undefined)	-4	10	10	0.3	9	-1	-2	-3	-4	-1.7
Cc1cc(C)nc(SCc2nnc(SCC(=O)NCc3ccco3)n2-c2ccccc2)n1	1	0	5	0.8	1	-4	-1	3	12	-1.5
CCCCNC(=O)Nc1c(C(=O)OCC)[nH]c2ccccc12	1	-2	-11	5.2	0	-2	-4	-3	-5	/
O=c1cc(-c2ccc(O)cc2)oc2c(C3OCC(O)C(O)C3O)c(O)c(C3OC(CO)C(O)C(O)C3O)c(O)c12 (centres undefined)	1	-5	7	6.7	1	0	-2	-1	-6	0.6
COC(=O)c1cc(C(=O)NCC2CCCCC2)cc([N+](=O)[O-])c1	-2	1	-26	0.3	-1	2	-6	9	-5	-1.0
O=C(CCS(=O)(=O)c1ccccc1)Nc1nnc(-c2ccco2)o1	0	-2	11	1.0	6	2	4	-2	-6	-2.7
CC1Oc2ccccc2N(CC(=O)NCc2cccs2)C1=O (centres undefined)	-3	3	7	-0.3	-20	0	-8	-4	-6	-0.6
CCOC(=O)[C@H]1[C@H]2COc3cc(OC)ccc3[C@@H]2N2C(=O)CN(Cc3ccccc3)C(=O)[C@@]12C	-1	-1	-6	0.9	8	2	-5	-5	-5	0.4
CNC[C@H]1Oc2c(NS(=O)(=O)c3ccc(OC)cc3)cccc2C(=O)N([C@H](C)CO)C[C@H]1C	3	10	26	-0.4	-13	-8	0	0	9	-0.4
CN(C)Cc1c(C(=O)N/N=C/c2cccnc2)nnn1-c1nonc1N	-2	-4	5	0.2	-17	-1	-2	-10	3	-2.3
CC(C)NC(=O)N(C)C[C@H]1Oc2c(NS(=O)(=O)c3cccs3)cccc2C(=O)N([C@H](C)CO)C[C@@H]1C	-5	-6	6	4.0	5	-4	-2	0	-3	-0.5
Cc1onc(-c2ccccc2)c1-c1ccnn1C(=O)NC(C)C	-6	-2	7	-0.4	0	4	-7	-7	11	-0.7
CCCCc1c(O)nc(SCC(=O)c2ccccc2)[nH]c1=O	3	3	71*	1.0	-68	-8	-2	2	-11	-0.3
COc1cccc(Nc2ncccc2C(=O)O)c1	0	-12	12	0.5	23	2	0	3	1	-1.9
Cc1cccc(OC2CCN(Cc3nc(CC4CC4)no3)CC2)c1	-7	-10	-2	-0.9	-2	4	4	-3	7	-0.2
CC(=O)Nc1ccc(C(=O)CSc2nnnn2C2CCCC2)cc1	1	-6	-7	-3.3	/	-5	-1	-4	0	-1.3
Cc1ccccc1CC(=O)N1CCN(S(=O)(=O)c2cccs2)CC1	2	9	-4	0.9	-1	2	-1	-18	0	-2.3
CC1Sc2ccc(C(=O)NCc3cccc(C(F)(F)F)c3)cc2NC1=O (centres undefined)	-2	-10	-16	-0.1	4	3	-2	-9	-2	0.5
Cc1ccc(/C=C/C(=O)N2CCN(c3ncccn3)CC2)o1	-3	-4	2	0.0	7	-13	-6	-2	-1	0.1
COc1ccc(COCC(O)CN2CCC(CN3C(=O)c4cccc5cccc(c45)C3=O)CC2)cc1OC (centres undefined)	4	-8	-39	-3.0	-5	-2	-9	13	-2	-1.8
Cc1c(CN2CCCCC2)c(O)n(CCCO)c(=O)c1C#N	-8	-4	9	11	16	-2	0	-8	5	1.3
C/C(=N/NS(=O)(=O)c1ccc(CC(C)C)cc1)c1ccncc1	0	9	19	1.8	-4	-3	-3	-4	2	2.3
CC1Sc2ccc(S(=O)(=O)CCC(=O)N3CCc4ccccc43)cc2NC1=O (centres undefined)	2	0	6	0.6	1	1	0	-1	0	-2.6
Cc1cnc(=O)[nH]c1SCc1ccc([N+](=O)[O-])cc1	1	-5	23	0.4	5	1	-3	-4	-6	-1.6

In a second layout: 2 of the compounds above.
Results follow in this order: DAGLB inhibitor	PKA-R2B activ	SR-BI DiI-HDL act	LANA DNA inh	Rtt109 HAT inh	Keap1-Nrf2 PPI	CAL PDZ FP-1	Cardiac RTF inh	RTF Ca sens act	CAL PDZ FP-2
> CCN1CCN(CCCNC(=O)c2ccc3c(c2)NC(=O)c2ccccc2S3)CC1
→ 1	-10	-1	0.0	2	-3	/	4	-3	-1.1
> COc1cccc(Nc2ncccc2C(=O)O)c1
→ 0	-12	12	0.5	23	2	0	3	1	-1.9

Other compounds
SMILES	DAGLB inhibitor	PKA-R2B activ	SR-BI DiI-HDL act	LANA DNA inh	Rtt109 HAT inh	Keap1-Nrf2 PPI	CAL PDZ FP-1	Cardiac RTF inh	RTF Ca sens act	CAL PDZ FP-2
Cc1cccc(C(=O)Nc2scc(-c3ccc(Br)cc3)c2C(=O)O)c1	10	-3	19	-1.9	-4	-6	/	-4	-11	-1.5
CCCc1nn(-c2ccccc2)c2c1C(c1cccs1)C(C#N)=C(N)O2 (centres undefined)	5	-4	12	1.9	7	-7	-3	-2	-11	-2.4
CN(C)c1ccc(/C=N/NC(=O)C2CC2c2ccccc2)cc1 (centres undefined)	3	-6	4	-0.8	-1	-3	-8	3	-5	0.0
CCC(=O)Nc1c(S(=O)(=O)c2ccc(C)cc2)c2nc3ccccc3nc2n1C(C)c1ccccc1 (centres undefined)	-11	-6	/	-0.1	3	-4	-3	2	1	-1.2
NC(=O)CSc1nc2ccccc2c(=O)n1Cc1ccco1	-1	0	/	-1.8	-2	-5	5	0	-1	-1.9
CCc1cc(=O)oc2cc(C)cc(OCC(=O)NCCCN3CCOCC3)c12	-1	13	6	-1.6	23	-1	-1	-3	7	0.2
CC(C)(C)c1nnc2sc(SCC(=O)c3ccccc3)nn2c1=O	-3	-7	16	0.5	4	-3	-4	0	10	-0.7
COc1cccc(NC(=O)CN(C)C(=O)CC(C)c2ccccc2)c1 (centres undefined)	-3	-4	-4	0.4	18	5	-5	0	0	-2.0
CCCCN(C(=O)c1cccc(-c2ccc(OC(C)=O)cc2)c1)c1c(N)n(CCC)c(=O)[nH]c1=O	-1	-1	4	39	9	-1	-2	-6	-3	-0.2
O=C(COC(=O)Cc1ccc(Br)cc1)NCc1ccc2c(c1)OCO2	-4	11	37	0.4	-9	-1	-2	1	-7	-2.5
CC(=O)NC(Cc1ccccc1)C(=O)Oc1ccc2ccccc2c1 (centres undefined)	-2	4	6	-0.4	10	-12	-5	-8	1	0.0
Cc1ccc(C)c(NC(=O)c2cnccn2)c1	-1	-1	3	0.1	10	0	2	-4	-1	-1.3
CCN(CC)CCNC(=O)c1ccc(NC(=O)c2ccc3c(c2)CCC3)cc1	0	7	/	-0.5	4	1	-4	-5	0	-1.6
Cc1ccccc1N=C1NC(=O)CS1	1	-12	18	-0.3	5	-4	-1	-6	-1	-1.1
CCCCc1nc(SCC(=O)Nc2nnc(CCCC)s2)n[nH]1	0	-4	-8	-0.3	-1	-3	/	-15	0	-0.5

Quoted from the listing.
CC(NC(=O)CSc1nc2ccccc2n1C)c1ccccc1 (centres undefined) in DAGLB inhibitor is entered as -4
CN(C)Cc1c(C(=O)N/N=C/c2cccnc2)nnn1-c1nonc1N in DAGLB inhibitor is entered as -2

Continued:
SMILES	DAGLB inhibitor	PKA-R2B activ	SR-BI DiI-HDL act	LANA DNA inh	Rtt109 HAT inh	Keap1-Nrf2 PPI	CAL PDZ FP-1	Cardiac RTF inh	RTF Ca sens act	CAL PDZ FP-2
CSCCC(C(=O)N(C)CC(=O)Nc1cccc(F)c1)N1C(=O)c2ccccc2C1=O (centres undefined)	-4	-7	14	-1.3	14	0	10	-6	-3	-0.5
CCCOc1ccc(NC(=O)CC2C(=O)N(C)C(=S)N2Cc2ccc3c(c2)OCO3)cc1 (centres undefined)	-14	-10	-8	0.9	6	0	-1	11	2	-0.8
COc1cc(/C=C2\SC(=S)N(NC(=O)c3cccc(O)c3)C2=O)ccc1O	2	-4	-1	-18	7	-13	-30	-20	11	-5.1
COc1cccc(/C=C/C(=O)OCC(=O)NCC2CCCO2)c1OC (centres undefined)	-1	-16	22	3.5	-10	0	-3	0	2	-0.7
Cc1nn(Cc2ccccc2Cl)c2sc(C(=O)Nc3ccccc3N3CCOCC3)cc12	1	-3	-54	1.0	-1	-6	-2	-12	11	-3.1
O=C(CCC1N=C2c3ccccc3N=C(SCc3ccccc3Cl)N2C1=O)NCc1ccco1 (centres undefined)	1	9	0	0.2	-8	-3	-4	7	-3	-0.4
COc1ccc(NC(=S)N(CCCN2CCOCC2)Cc2ccccn2)cc1	3	-4	13	0.2	-2	6	/	11	-3	-0.9
O=C(O)c1cccc(NC(=O)c2ccc3c(c2)C(=O)N(Cc2ccco2)C3=O)c1	2	-7	19	-0.8	5	-2	-3	4	-4	-1.2
CC(C)(C)c1nc(SCC(=O)N2CC(=O)Nc3ccccc32)c2ccccc2n1	-3	-7	-27	1.2	3	0	0	-1	1	-0.3
Cc1nn(Cc2cccc(C(=O)N3CCCC(C)C3)c2)c(C)c1[N+](=O)[O-] (centres undefined)	-3	-1	-23	-0.9	-8	4	0	-18	-1	-0.1
COc1ccc(N(CC(=O)Nc2ccc3c(c2)OCO3)S(=O)(=O)c2ccc(C)cc2)cc1OC	1	2	20	-0.5	-6	-2	/	-17	0	-0.8
FC(F)(F)c1cc(-c2cccs2)n[nH]1	1	2	-14	0.6	-3	-3	1	6	8	-1.2
CCOc1cc(C(=S)N2CCOCC2)ccc1OS(=O)(=O)c1ccc(OC)cc1	-1	-8	-9	0.0	0	-3	-4	-7	1	-0.7
CSCCC(NC(N)=O)C(=O)N(C)CC(=O)Nc1ccc(C)cc1 (centres undefined)	-2	1	-5	2.5	4	-1	2	2	-5	0.3
CS(=O)(=O)c1nc(S(=O)(=O)c2ccc(Cl)cc2)c(NCCCn2ccnc2)s1	1	10	11	0.2	7	-3	3	-6	-4	0.9
Fc1cccc(Cl)c1CSc1nnc2ccccn12	2	3	16	-1.1	-10	-5	1	-6	2	0.8
